Screens from PubChem BioAssay.
N370S GC: qHTS Assay for Inhibitors and Activators of N370S glucocerebrosidase as a Potential Chaperone Treatment of Gaucher Disease; Potency, µM (series often up to 59.4 µM), for inactives: at the highest dose activity change, negative = inhibition, most hits filed as inhibitors; N370S GC spleen homogenate, 4MU-glucoside fluorescence; AID 2101, 2009; 0.092% of 330,000 active; Lysosomal acid glucosylceramidase (Homo sapiens), P04062;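 further: 0% = full enzyme activity and -100% = no enzyme basal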
KAT2A inh: qHTS Assay for Inhibitors of GCN5L2 | GCN5L2 HAT assay, ThioGlo1 CoA-SH fluorescence | Potency, µM (series often up to 58.9 µM), inactives show at the highest dose activity change, negative = inhibition, actives largely listed as inhibitors | 0.21% of 390,000 active | AID 504327, 2011
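Free CoA generated was detected with ThioGlo1 (50uM) fluorescence at Ex340nm/Em540nm, read immediately and after 20 min at room temperature. Enzyme, 20 nM in HEPES pH 7.5 buffer, saw compounds 15 min before adding 75uM H3(1-25) peptide and 70uM acetyl-CoA.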
FEN1 inh: qHTS Assay for the Inhibitors of Human Flap endonuclease 1 (FEN1); Recombinant FEN1 flap cleavage, fluorescence, 15 min; Potency, µM (titrated, usually from 114 µM), for inactives: at the highest dose activity change, negative = inhibition, hits mostly inhibitors; 0.35% of 390,000 active; AID 588795, 2011; further: nearly all actives have a fitted effect of over 65% in size
Target sequence (P39748 whole entry, looked up): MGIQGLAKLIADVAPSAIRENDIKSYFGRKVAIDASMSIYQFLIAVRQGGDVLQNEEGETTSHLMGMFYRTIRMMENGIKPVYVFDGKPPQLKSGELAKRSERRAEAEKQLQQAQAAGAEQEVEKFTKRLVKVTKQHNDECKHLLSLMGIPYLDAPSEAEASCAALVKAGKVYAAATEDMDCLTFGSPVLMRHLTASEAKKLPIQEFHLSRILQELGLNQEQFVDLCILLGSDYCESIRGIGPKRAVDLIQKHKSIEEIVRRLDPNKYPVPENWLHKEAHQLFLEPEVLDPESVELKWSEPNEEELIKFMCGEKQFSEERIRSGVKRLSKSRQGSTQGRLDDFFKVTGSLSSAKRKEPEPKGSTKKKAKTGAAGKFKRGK
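Quantitative HTS format: each compound was titrated, incubated with 10 nM nuclease for 15 min at room temperature, then challenged with flap substrate at 50 nM final. Signal change over 15 min gave concentration–effect curves.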
* hit, by the source's call; ? = inconclusive; nt = no result given; & = joins results of further samples; [ ] = dose if it differs, or a comment. The call rests on the fitted dose curve; in most records, active means well fitted curve in the direction sought with a large enough effect; inconclusive means small, poorly fitted or top-dose-only effect, or another doubt; inactive means no such curve, though single readings can be large; an effect the other way counts as inactive or inconclusive. Unless noted, on the % scale 0 is the no-effect control and ±100 the full control effect; potency means the concentration at half of the fitted maximal effect.

SMILES | N370S GC | KAT2A inh | FEN1 inh
O=C1CCCN1CCC(=O)N1CCCC(Nc2ccc(F)cc2)C1 (stereo not given) | 5% | -30% | -4%
COc1ccc(-n2ncc3c2CC(C)(C)CC3NC(=O)CSc2ccccn2)cc1 (stereo not given) | -6% | 24% | 4%
CCOc1ccc(OCCC(=O)N2CCN(S(=O)(=O)c3cccc(F)c3)CC2)cc1 | -8% | -6% | 3%
COc1cc(OC)c2cc(C(=O)N[C@H](C(=O)N3CCC[C@H]3C(=O)O)C(C)C)n(C)c2c1 | 2% | -11% | 1%
Cc1ccc(S(=O)(=O)N2CCN(C(=O)CSc3ncc(C(F)(F)F)cc3Cl)CC2)cc1 | 3% | -9% | -4%
Cc1cc(=O)oc2cc(OCC(=O)NC(Cc3c[nH]c4ccc(O)cc34)C(=O)O)c(Cl)cc12 (stereo not given) | 1% | -16% | -26%
Cc1ccc(C)c(NC(=O)CSc2nc3nccnc3c(=O)n2CCc2c[nH]c3ccccc23)c1 | nt | 0% | -1%
CC(C)C[C@H](NC(=O)[C@H](CCC(N)=O)NC(=O)[C@H](CCCCN)NC(=O)[C@H](CCC(N)=O)NC(=O)[C@@H](N)CCC(=O)O)C(=O)N[C@@H](CCC(N)=O)C(=O)O | 9% | 11% | nt
CC(=O)NS(=O)(=O)c1ccc(NC(=O)C(C)NS(=O)(=O)/C=C/c2ccccc2)cc1 (stereo not given) | nt | 1% | 15%
CCn1cnc2cc(NCc3ccc(N(C)C)cc3)ccc21 | -11% | -2%&-6% | -15%&7%
O=C(OCC(=O)N1CCN(c2ccccc2)CC1)c1ccc([N+](=O)[O-])s1 | nt | -6% | 10%
COc1ccc(CNC(=O)C2CCC(=O)N(CCCN3CCCC3=O)C2)c(OC)c1 (stereo not given) | -3% | 2% | 20%
COc1ccc(N(CC(=O)NC2CCS(=O)(=O)C2)S(=O)(=O)c2ccc(Cl)c(Cl)c2)cc1 (stereo not given) | 0% | -3% | -7%
CCOC(=O)c1c(C)c(-c2ccccc2)n(CC(=O)Nc2cc(C)ccc2OC)c1C | nt | -5% | 17%
O=C(COc1ccccc1Cl)Nc1ccc(C(=O)c2ccc(C(=O)O)cc2)cc1 | 5% | 2% | -4%
Cc1c(CCC(=O)NCC(=O)O)c(=O)oc2cc3occ(-c4ccccc4)c3cc12 | -1% | -4% | ?
CN(C)C(=O)CSc1nc2cc(S(=O)(=O)N3CCOCC3)ccc2o1 | nt | -7% | 5%
CC(C)CN1CCCC2(CCN(C(=O)c3csnn3)CC2)C1 | -3% | 15% | nt
Cc1ccc(C(=O)Nc2cccc([N+](=O)[O-])c2)cc1S(=O)(=O)Nc1ccc(C(=O)O)cc1 | -10% | -6% | 6%
COc1ccc(CNC(=O)C2CCCN(C(=O)N3CCOc4ccccc43)C2)cc1 (stereo not given) | nt | -1% | 17%
C/C(CC(=O)Nc1cccc(Cl)c1Cl)=N\NC(=O)C(=O)N1CCCC1 | -1% | -4% | -6%
COc1ccc(-n2cnnc2SC(C)c2nc3sc(C)c(C)c3c(=O)[nH]2)cc1 (stereo not given) | -1% | -5% | nt
C=CCN1C(=O)c2ccc(C(=O)N3CCN(S(=O)(=O)c4ccc(C(C)C)cc4)CC3)cc2C1=O | -20% | -15% | 4%
O=C(c1cc(COc2ccc(F)cc2F)on1)N1CCN(C2CCCC2)C(=O)C1 | -3% | 1% | 5%
COc1ccc(-n2c(=O)c3ccccc3n(Cc3cccc(C)c3)c2=O)cc1OC | 16% | -1% | -17%
O=C(Nc1cccnc1)c1c(F)cccc1F | -1% | -15% | -3%
COc1ccc(C(NC(N)=O)c2ccccc2)cc1 (stereo not given) | 9% | -5% | -8%
COC(=O)c1ccc(SCc2cnc(Cl)s2)cc1 | 9% | 23% | 7%
CCOc1ccccc1CNC(=O)c1cn(C)c(=O)c2c1c1ccccc1n2C | -11% | -6% | 9%
Cc1cccc(N2C(=O)CN(Cc3ccccc3)C2=S)c1 | -21% | -1% | 6%
Cc1cccc(-c2noc(-c3cc(C(C)C)[nH]n3)n2)c1 | nt | -28% | 5%
Cc1ccc(CNC(=O)CO/N=C/c2ccc3c(c2)OCO3)cc1 | 9% | 1% | -4%
CCOC(=O)c1c(NC(=O)CSc2nnc(-c3cccnc3)n2Cc2ccco2)sc(C)c1C | ? | -11% | 5%
O=[N+]([O-])c1ccccc1CN1CCN(Cc2ccccn2)CC1 | -3% | -11% | -4%
N#Cc1ccc(OCC(=O)NC2CCCCCC2)cc1 | nt | 3% | 2%
CC(=O)Nc1ccc(S(=O)(=O)NC2=NCN(c3ccc([N+](=O)[O-])cc3)CN2)cc1 | -5% | -6% | 17%
COc1ccc(/C=C2\C(=O)ON=C2c2ccccc2)cc1OC | -1% | -22% | -1%
Cc1ccnc(SCC(=O)Nc2cc(C)on2)n1 | 4% | -18% | -4%
O=C(CCS(=O)(=O)c1cccc2nonc12)NCc1ccc(Cl)cc1 | 3% | -4% | -1%
N#Cc1cccc(C#N)c1NCC1CCCO1 (stereo not given) | ? | -6% | -3%
O=C(COC(=O)CCc1ccc(S(=O)(=O)N2CCOCC2)cc1)Nc1cccc(Cl)c1 | -1% | -11% | -8%
CCCCCCSc1ccc(-c2nc3ccc(Cl)cn3c2NCCCC)cc1OC | nt | 7% | -1%
O=C(Nc1ccc2nn(-c3ccc(F)cc3)nc2c1)c1cccc2c(Cl)cccc12 | nt | 1% | 0%
Cc1cc(C(=O)OCC(=O)Nc2cccc([N+](=O)[O-])c2)c(C)o1 | nt | -3% | 0%
O=C1CCCCN1CC(=O)N1CCCC(Nc2ccc(F)c(F)c2)C1 (stereo not given) | -1% | -1% | ?
S=C(Nc1ccc(Cl)cc1)N1CCCCC1 | 27% | -3% | -7%
Cc1cc(C)nc(SCC(=O)c2ccc(F)cc2F)n1 | 4% | -4% | 18%
Cc1cccc(OCCSc2nc(-c3cccs3)nc3cc(=O)[nH]n23)c1 | nt | -1% | -20%
CC(C)(C)NC(=O)NC(=O)COC(=O)Cn1cnc2ccccc2c1=O | 18% | -13% | -4%
COC(=O)c1nnn(-c2nonc2N)c1CSc1nnc(C)s1 | -20% | 0% | 19%
CCOc1cc(/C=C2\COc3ccccc3C2=O)cc(Br)c1OCC(=O)N(C)C | -2% | -13% | -26%
Cc1nn(C(C)C(=O)N2CCN(c3ccc(Cl)cc3)CC2)c(=O)c2cc3occc3n12 (stereo not given) | nt | -8% | -14%
COc1ccc(NC(=O)C(CCCCNC(=O)OC(C)(C)C)NC(=O)OCc2ccccc2)cc1 (stereo not given) | 19% | -3% | -3%
CC(C)(C)NC(=O)C(OC(=O)c1ccco1)c1ccccc1F (stereo not given) | -1% | -1% | 5%
CCn1cc(CN2CCN(Cc3ccc(C)o3)C(CCO)C2)c2ccccc21 (stereo not given) | 2% | -4% | 3%
CC(C)C[C@H](NC(=O)N1CCn2c1nc1ccccc12)C(=O)N[C@@H](C(=O)O)c1ccccc1 | 3% | -4% | -1%
Cc1cc(OCC(=O)NCc2cccnc2)ccc1[N+](=O)[O-] | 13% | -26% | -2%
CNc1ncc(C(=O)c2ccccc2)s1 | -6% | -12% | -1%
C/C=C\C(=O)Nc1cccc(C2=NOC3(C2)C[C@H](C(N)=O)N(C(=O)/C=C/CC)C3)c1 (stereo not given in full) | -1% | -2% | -1%
O=C(CN(Cc1ccc(Cl)cc1)S(=O)(=O)c1ccccc1)NCC1CCCO1 (stereo not given) | -8% | -2% | 5%
The listing continues:
SMILES | N370S GC | KAT2A inh | FEN1 inh
CCC(=O)N1CCc2cc(S(=O)(=O)NC(C(=O)Nc3cc(OC)cc(OC)c3)C(C)C)ccc21 (stereo not given) | nt | 0% | 11%
Cc1c(C(c2ccccc2O)c2c(C)n(C)n(-c3ccccc3)c2=O)c(=O)n(-c2ccccc2)n1C | -6% | -2% | 21%
CCOC(=O)N(NC(=O)C(O)(C(C)C)C(C)C)c1ccccc1 | -2% | -4% | 4%
COc1ccc(Cl)cc1NCCC(O)c1ccc(F)cc1 (stereo not given) | 0% | 21% | -4%
Cc1cc(C(=O)Nc2ccccc2)oc1C | 2% | 9% | 5%
O=C(CNC(=O)C1CCCCC1)NNC(=O)c1ccc(Cl)cc1Cl | -20% | -6% | 5%
O=S(=O)(Nc1ccccc1N1CCOCC1)c1c(F)cc(F)cc1Br | nt | -4% | -8%
CCCN(CCO)Cc1ccc(Cl)c(Cl)c1 | 10% | 0% | -7%
N/C(=N\OS(=O)(=O)c1ccccc1)c1ccncc1 | 6% | -5% | -3%
O=C(NCC1CCCO1)C1CCC(=O)N1CCc1ccccc1 (stereo not given) | 10% | -6% | -8%
CC(C)(C)N1NC2(CCCCC2)NC1=S | 6% | 6% | 2%
Cc1cccc(/C(N)=N/OC(=O)c2cccnc2)c1 | -1% | -3% | 1%
C/C(=N\NC(=O)c1c(C)nc2ccccn12)c1ccc(C(C)(C)C)cc1 | 3% | -2% | 17%
Cc1ccc(NC(=O)N(CCCN2CCOCC2)Cc2cccs2)cc1C | -3% | -17% | 19%
C/C(CC(=O)Nc1cccc(C(F)(F)F)c1)=N\NC(=O)Cc1ccccc1 | 2% | -2% | -9%
O=C(COc1ccc(Cl)cc1)N1CCN(C(=O)c2cccc(F)c2)CC1 | -7% | -12% | 6%
Cc1cccc(COc2ccc(-c3cc(C(F)(F)F)n4nc(C)cc4n3)cc2)c1 | nt | -20% | -8%
COC(=O)C1(CCSC)NC(c2ccccc2F)C2C(=O)N(c3ccc4c(c3)OCCO4)C(=O)C21 (stereo not given) | 2% | -2% | 10%
COc1ccccc1N1CCN(C(=O)CCNC(=O)c2ccco2)CC1 | nt | -4% | -14%
CCOc1ccc(CCNC(=O)COC(=O)c2nccnc2N)cc1OCC | 19% | -6% | 4%
COc1ccc2[nH]c3c(N4CC(C)OC(C)C4)ncnc3c2c1 (stereo not given) | 3% | -8% | -22%
O=C(Nc1ccc([N+](=O)[O-])cc1)C1COc2ccccc2O1 (stereo not given) | -4% | -16% | -1%
Cn1cc(CN2CCCC(C(=O)c3ccc(-c4ccccc4)c(F)c3)C2)cn1 (stereo not given) | -1% | 2% | 1%
CCCNC(=O)c1ccc(N2CCC3(CC2)CC(c2ccccc2)=NO3)c(N)c1 | -8% | -1% | -10%
Cc1ccc(S(=O)(=O)n2c(CN3CCCC(C)C3)nc3ccccc32)cc1 (stereo not given) | 11%[12.8 µM] | -19% | -23%
N#CC1=C(N)SC2(CCCCC2)SC1c1ccccc1 (stereo not given) | -2% | ? | -4%
Cc1cccc(NC(=O)CSc2cn(CC(=O)N3CCC(C)CC3)c3ccccc23)c1C | nt | -4% | 1%
O=C(CSc1nc2ccc(Cl)cc2[nH]1)c1ccc2c(c1)OCO2 | 26% | -20% | -5%
Cn1cccc1C(=O)NNC(=O)c1ccccc1Br | -3% | -7% | -3%
C/C(N)=C(/C#N)C(=O)COC(=O)c1cc(-c2cccc(Br)c2)nc2ccccc12 | 11% | -9% | -4%
CN1C(=O)N(CC(=O)N2CCN(c3ncccn3)CC2)C(=O)C12CCCCC2 | 3% | -3% | 5%
O=C(CCN1c2ccccc2Sc2ccccc21)Oc1ccccc1 | 3% | -1% | -9%
Cc1ccc(Nc2nc3c(s2)CCC3)c(C)c1 | -1% | 1% | -15%

Reformatted: entries from further up.
Sequence of screens – N370S GC | KAT2A inh | FEN1 inh
O=C(COc1ccc(Cl)cc1)N1CCN(C(=O)c2cccc(F)c2)CC1
  -7% | -12% | 6%
Cc1cccc(COc2ccc(-c3cc(C(F)(F)F)n4nc(C)cc4n3)cc2)c1
  nt | -20% | -8%
COC(=O)C1(CCSC)NC(c2ccccc2F)C2C(=O)N(c3ccc4c(c3)OCCO4)C(=O)C21 (stereo not given)
  2% | -2% | 10%
COc1ccccc1N1CCN(C(=O)CCNC(=O)c2ccco2)CC1
  nt | -4% | -14%
CCOc1ccc(CCNC(=O)COC(=O)c2nccnc2N)cc1OCC
  19% | -6% | 4%
COc1ccc2[nH]c3c(N4CC(C)OC(C)C4)ncnc3c2c1 (stereo not given)
  3% | -8% | -22%
O=C(Nc1ccc([N+](=O)[O-])cc1)C1COc2ccccc2O1 (stereo not given)
  -4% | -16% | -1%
Cn1cc(CN2CCCC(C(=O)c3ccc(-c4ccccc4)c(F)c3)C2)cn1 (stereo not given)
  -1% | 2% | 1%
CCCNC(=O)c1ccc(N2CCC3(CC2)CC(c2ccccc2)=NO3)c(N)c1
  -8% | -1% | -10%
Cc1ccc(S(=O)(=O)n2c(CN3CCCC(C)C3)nc3ccccc32)cc1 (stereo not given)
  11%[12.8 µM] | -19% | -23%
N#CC1=C(N)SC2(CCCCC2)SC1c1ccccc1 (stereo not given)
  -2% | ? | -4%
Cc1cccc(NC(=O)CSc2cn(CC(=O)N3CCC(C)CC3)c3ccccc23)c1C
  nt | -4% | 1%
O=C(CSc1nc2ccc(Cl)cc2[nH]1)c1ccc2c(c1)OCO2
  26% | -20% | -5%

Only part of the results is shown; the hit share may differ from the screen's.
